# EPAC2 antagonist – antagonists of human EPAC2; Q8WZA2; EPAC2 GEF exchange of Rap1B-BODIPY-GDP, fluorescence; Potency, µM (top dose mostly 114 µM), without a hit: at the highest dose activity, negative = inhibition, hits mostly inhibitors; 360,000 compounds, 0.18% hits; AID 720708; also: potency is read from the fitted curve at half-maximal effect; % is scaled to controls: 0 for no effect and ±100 for the full control effect; nearly all actives have a fitted effect of over 45% in size; many of its hits are not listed in these tables
# Target sequence (Q8WZA2 whole entry, looked up): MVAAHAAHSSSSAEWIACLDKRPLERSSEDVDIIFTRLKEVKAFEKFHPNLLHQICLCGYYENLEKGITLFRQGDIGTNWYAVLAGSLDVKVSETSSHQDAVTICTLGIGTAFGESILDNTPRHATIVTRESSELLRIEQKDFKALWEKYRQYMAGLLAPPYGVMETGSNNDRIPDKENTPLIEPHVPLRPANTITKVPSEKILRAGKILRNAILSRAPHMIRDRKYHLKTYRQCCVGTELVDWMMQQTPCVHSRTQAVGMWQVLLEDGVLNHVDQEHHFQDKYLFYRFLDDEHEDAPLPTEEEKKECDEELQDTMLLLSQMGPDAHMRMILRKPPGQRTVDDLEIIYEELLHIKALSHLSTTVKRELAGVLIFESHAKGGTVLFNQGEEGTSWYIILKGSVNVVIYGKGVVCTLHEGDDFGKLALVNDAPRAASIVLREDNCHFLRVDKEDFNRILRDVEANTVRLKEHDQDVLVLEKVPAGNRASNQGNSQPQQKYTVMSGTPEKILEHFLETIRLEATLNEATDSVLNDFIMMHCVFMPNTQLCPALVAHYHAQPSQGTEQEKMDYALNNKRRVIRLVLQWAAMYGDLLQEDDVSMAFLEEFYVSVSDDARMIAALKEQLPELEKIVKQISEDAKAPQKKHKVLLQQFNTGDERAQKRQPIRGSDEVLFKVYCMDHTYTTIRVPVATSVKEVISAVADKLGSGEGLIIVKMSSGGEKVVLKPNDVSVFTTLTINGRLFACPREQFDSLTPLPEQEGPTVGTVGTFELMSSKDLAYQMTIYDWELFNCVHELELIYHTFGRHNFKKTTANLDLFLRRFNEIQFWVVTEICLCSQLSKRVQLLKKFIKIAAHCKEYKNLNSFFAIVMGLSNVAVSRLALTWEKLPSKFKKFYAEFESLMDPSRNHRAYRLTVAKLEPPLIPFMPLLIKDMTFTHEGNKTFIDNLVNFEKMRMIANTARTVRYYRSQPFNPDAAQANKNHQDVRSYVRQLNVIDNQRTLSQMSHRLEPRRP
# EPAC2 agonist – EPAC2 (human) agonism; Q8WZA2; EPAC2 activation, biochemical qHTS; response scale: 100% = 6.5 mM cAMP response; Potency, µM (series often up to 154 µM), inactives show at the highest dose activation, most hits filed as activators; 360,000 compounds, 0.079% hits; AID 720711; also: potency is read from the fitted curve at half-maximal effect; nearly all actives have a fitted effect of over 50% in size
#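 Setup: EPAC2 100 nM, labeled Rap1B complex 250 nM, free GDP 50 uM. Compound titrations pinned in, brief spin, 5 min room temperature incubation. Kinetic fluorescence read over 30 min, normalized to 6.5 mM cAMP.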
# DRD3 agonist – activates the human D3 dopamine receptor. max activation, %. 410,000 compounds, 0.58% hits. P35462. D3R DiscoveRx beta-arrestin cells, luminescence, 90 min; in the data active = max activation above about 30%; also: 0% is about no effect; mostly tested at two doses, the higher about 12 µM
#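 Agonist-mode cell screen: cells plated at 1500/well and incubated overnight at 37 °C, then exposed to library compounds for 90 min at 37 °C. Detection reagent was added for 30–60 min at room temperature, and luminescence was read.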
# Abeta yeast res – restores growth of yeast expressing A-beta42 peptide. Potency, µM (titrated, usually from 46.1 µM), inactives show at the top dose growth rescue, actives largely listed as activators. yeast expressing A-beta42, growth rescue, OD600, 48 h; response scale: 0% DMSO, 100% iron-clioquinol control. 410,000 compounds, 0.063% hits. AID 1347071; also: potency is read from the fitted curve at half-maximal effect; nearly all actives have a fitted effect of over 55% in size
#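 Growth rescue measured by 600 nm absorbance after 48 h yeast culture at 30 C with compound. Values normalized between DMSO and an equimolar ferric chloride plus clioquinol control.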
# aSyn yeast inh – rescues yeast growth from alpha-synuclein toxicity | Yeast expressing alpha-synuclein, growth rescue, BacTiter-Glo, 24 h | Potency, µM (series often up to 46.1 µM), for inactives: top-dose growth rescue (activation), usual class: activators | 370,000 compounds, 0.14% hits | AID 652106; also: potency is read from the fitted curve at half-maximal effect; % of control where 0% means no effect; nearly all actives have a fitted effect of over 65% in size
#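 Readout is rescue of growth in alpha-synuclein-expressing yeast, so inhibitors of toxicity appear as activators. Growth after 24 hr at 30 deg C in galactose medium is quantified by luminescence.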
# TDP-43 yeast inh – inhibitors of TDP-43 toxicity in yeast; Potency, µM (series often up to 46.1 µM), for inactives: top-dose growth rescue (activation), most hits filed as activators; AID 652104; 410,000 compounds, 1.8% hits; TDP-43 expressing yeast growth rescue, BacTiter-Glo, 24 h; also: potency is read from the fitted curve at half-maximal effect; % of control where 0% means no effect; nearly all actives have a fitted effect of over 50% in size
#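 In this qHTS, compounds that restore growth of yeast expressing TDP-43 appear as activators. Cells (OD600=0.02, galactose medium, raffinose-pregrown) are incubated with compound 24 hr at 30 deg C and growth is quantified by BacTiter-Glo.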
# DRD3 antagonist – blocks the human D3 dopamine receptor; P35462; D3R cells, DiscoveRx beta-arrestin luminescence, antagonist mode; stronger effect = lower value; max response, negative = inhibition, %; 360,000 compounds, 2.5% hits; AID 652054; in the data active = max response below about -50%; inconclusive = no clear call, values can overlap the other calls; also: % is scaled to controls: 0 for no effect and ±100 for the full control effect; mostly tested at two doses, the higher about 12 µM
#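 Cells plated overnight at 1500 cells/well, then exposed to library compounds with dopamine controls for 90 minutes at 37 degrees C. DiscoveRx reagent added for 30–60 minutes at room temperature; luminescence read, quantitative HTS format.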
# FUS yeast rescue – rescues growth of FUS-expressing yeast. S. cerevisiae FUS-expressing, growth rescue, OD600, 24 h. Potency, µM (highest dose often 76.6 µM), for the others: top-dose growth rescue (activation), actives largely listed as activators. 390,000 compounds, 0.24% hits;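 also: potency is read from the fitted curve at half-maximal effect; plate controls were DMSO vehicle for no effect and reference control for full effect; nearly all actives have a fitted effect of over 55% in size; some results filed as inactive show a strong effect at the top dose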
#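 Steps: raffinose overnight preculture; dilution to OD 0.005 in 2% galactose minimal medium; compound addition (concentration series); 24hr at 30C, 99% humidity; absorbance read at 600 nm.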
# * = called active by the depositor; ? = inconclusive; / = not tested or not shown; [ ] = another dose, or the depositor's remark. Unless noted, calls follow the shape of the dose curve; as a rule, active = well fitted curve in the direction sought with a large enough effect; inconclusive = small, poorly fitted or top-dose-only effect, or another doubt; inactive = no such curve, though single readings can be large; an effect the other way counts as inactive or inconclusive. An excerpt (hit frequency here may not be typical).
# Below each SMILES – EPAC2 antagonist	EPAC2 agonist	DRD3 agonist	Abeta yeast res	aSyn yeast inh	TDP-43 yeast inh	DRD3 antagonist	FUS yeast rescue
Cc1ccc(CNC(=O)Cn2c(=O)n(-c3ccc(C)cc3)c(=O)c3c2c2cc(C)ccc2n3C)cc1
→ /	/	-19	-15%	/	1%	/	3%
COCC1CCCN(Cc2nc(Cc3ccccc3)no2)C1 (stereo unspecified)
→ 8%	15%	-7	-8%	0%	-29%	-20	27%
CC(C)Oc1ccc(S(=O)(=O)N2CCOCC2)cc1NC(=O)CSC(=S)N1CCCC1
→ -11%	-6%	5	12%	-1%	14%	10	?
CC1CCN(c2c(NCC3CCC(C(=O)NCCC4=CCCCC4)CC3)c(=O)c2=O)CC1 (stereo unspecified)
→ 0%	-6%	-6	-6%	0%	18%	-9	23%
CCOC(=O)c1c(NC(=O)Cc2ccccc2)sc2c1CC(C)(C)NC2(C)C
→ -3%	-2%	11	-2%	1%	6%	-7	-5%
COc1ccc(-c2nc3ccccc3n2Cc2ccc(C(C)C)cc2)cc1
→ /	/	-15	2%	1%	22µM*	/	37%
O=C(Oc1ccccc1F)c1nc(SCc2ccccc2F)ncc1Cl
→ /	/	-19	-18%	/	-13%	/	7%
Cc1cc(C)c2nc(N(CCN(C)C)C(=O)/C=C/c3cccs3)sc2c1
→ -6%	7%	17	-3%	-19%	12%	-2	-10%
O=C(COc1ccc([N+](=O)[O-])cc1)Nc1ccc(C(=O)NCc2cccnc2)cc1
→ -2%	8%	-5	13%	/	-11%	1	1%
Clc1ccc(Sc2cnc3ccccc3n2)cc1
→ 17%	15%	-3	-12%	-22%	12%	?	-4%
O=C(CSc1cccc[n+]1[O-])C12CC3CC(CC(C3)C1)C2
→ 2%	10%	2	?	7%	14µM*	0	6%
N#C/C(=C\c1ccc[nH]1)C(=O)c1ccccc1
→ 7%	8%	-4	-21%	-45%[inhibitor]	-28%	-4	14%
CCn1cc(C(=O)NCC2CCCO2)c(=O)c2cc(F)c(N3CCN(C)CC3)cc21 (stereo unspecified)
→ 2%	0%[15.6 µM]	-9	6%	-2%	-13%	0	1%
COc1ccccc1C(=O)NC1CCSc2ccccc21 (stereo unspecified)
→ -15%	11%	-20	-8%	-12%	10%	8	18%
CC(NC(=O)COC(=O)CSc1ccc(F)cc1)c1ccc(F)cc1 (stereo unspecified)
→ 2%	-3%	2	5%	-8%	10%	5	-1%

# Arranged by SMILES length (smallest number first): part of the list above.
# Below each SMILES – EPAC2 antagonist	EPAC2 agonist	DRD3 agonist	Abeta yeast res	aSyn yeast inh	TDP-43 yeast inh	DRD3 antagonist	FUS yeast rescue
N#C/C(=C\c1ccc[nH]1)C(=O)c1ccccc1
→ 7%	8%	-4	-21%	-45%[inhibitor]	-28%	-4	14%
CC(NC(=O)COC(=O)CSc1ccc(F)cc1)c1ccc(F)cc1 (stereo unspecified)
→ 2%	-3%	2	5%	-8%	10%	5	-1%
CCOC(=O)c1c(NC(=O)Cc2ccccc2)sc2c1CC(C)(C)NC2(C)C
→ -3%	-2%	11	-2%	1%	6%	-7	-5%

# Next compounds.
# Below each SMILES – EPAC2 antagonist	EPAC2 agonist	DRD3 agonist	Abeta yeast res	aSyn yeast inh	TDP-43 yeast inh	DRD3 antagonist	FUS yeast rescue
O=C1[C@H]2[C@@H](c3ccccc3)N[C@]3(CCCN(Cc4ccc(Cl)cc4)C3=O)[C@H]2C(=O)N1Cc1ccccc1
→ -3%	10%	-2	14%	2%	?	-1	43%
CCS(=O)(=O)N1CCC(C(=O)c2ccc(Cl)cc2)CC1
→ -5%	-1%	1	-9%	-4%	7%	6	7%
O=C(Nc1cccc(C(=O)N2CCCCC2)c1)c1ccccc1Br
→ 18%	0%	-13	6%	0%	-20%	26	/
COc1cc(C(=O)NCc2cn3ccsc3n2)cc(OC)c1OC
→ 16%	5%	-14	-17%	-3%	-27%	-25	16%
COc1cc(OC)c(C#N)c(S(=O)(=O)Cc2ccccc2)c1
→ -4%	4%	-9	2%	0%	-7%	-16	26%
Cc1ccccc1CN1C[C@@H]2C[C@@H](c3cn(C)nc3-c3ccccc3)N3CCC[C@@]23C1=O
→ 0%	2%	1	-6%	-6%	0%[9.22 µM]	-27	38%
CC1=C(C(=O)OCCOC(C)C)C(c2cccnc2)C2=C(CCCC2=O)N1 (stereo unspecified)
→ -6%	8%	7	25%	3%	9%	-9	-16%
CCCOc1cccc(C2C(C(=O)c3ccco3)=C(O)C(=O)N2c2nnc(C)s2)c1 (stereo unspecified)
→ -5%	-3%	-5	-1%	-8%	-13%	-18	32%
C[C@H]1CCC[C@]2(CC(=O)c3cc(F)ccc3O2)C1
→ ?	-6%	5	3%	-11%	22%	24	-11%
COc1cc(/C=C2\SC(N3CCC(C)CC3)=NC2=O)ccc1O
→ ?	8%	-35	-4%	-10%	11µM*	-11	17%
COc1ccc(C(CC(=O)Nc2ccc(C)cn2)N2Cc3ccccc3C2=O)cc1 (stereo unspecified)
→ -8%	4%	-14	9%	11%	-1%	6	15%
CC1(C)O[C@H]2[C@@H](O1)[C@@H](C(=O)Nc1cc(F)ccc1F)O[C@@H]1OC(C)(C)O[C@@H]12
→ /	/	5	8%	/	-6%	/	3%
OCC1(CCCc2ccccc2)CCN(Cc2ccc(F)cc2)CC1
→ 0%	-6%	-14	-11%	9%	-8%	-16	3%
COc1ccc(C(=O)Nc2ccnn2C2CCN(C(=O)c3cc(C)on3)CC2)cc1
→ 4%	0%	5	1%	6%	0%	12	9%
O=C(CN1C(=O)CC(c2ccc(F)cc2)=Nc2ccccc21)NCc1ccccc1Cl
→ /	/	-17	-17%	/	9%	/	-18%
COc1ccc(/C=C2\SC(=S)N(CCC(=O)Nc3cccc(C(=O)O)c3)C2=O)cc1
→ 30%[activator]	1%	5	-1%	9%	1%	0	20%
Cn1c(=O)[nH]c(=O)c2c1nc(N1CCOCC1)n2CCc1ccccc1
→ 0%	2%	0	11%	-3%	-12%	-12	17%
CC(C)NC(=O)CC(=O)N/N=C/c1ccc(F)cc1
→ 7%	5%	-2	13%	-4%	-15%	11	9%
Cc1cc(Cl)ccc1OCCCC(=O)Nc1cccc(-n2cnnn2)c1
→ -14%	16%	1	2%	14%	17%	1	-10%
CC(C)Oc1cccc(C(=O)Nc2ccc(N3CCN(C)CC3)cc2)c1
→ -3%	6%	1	-12%	-1%	11%	2	-10%
Cc1cc2oc(=O)cc(CN3CCc4ccccc43)c2cc1Cl
→ -10%	2%	3	-4%	3%	4%	?	?
CNC(=S)N/N=C/c1c(C)nn(-c2cccc(Cl)c2)c1Cl
→ -2%	11%	-9	5%	1%	0%	-18	9%
Cc1ccc2oc(=O)n(Cc3ccccc3)c2c1
→ ?	1%	2	13%	10%	?	8	-29%
CC(C)c1nn2c(=O)cc(COC(=O)c3cccc(NC(=O)CCc4ccccc4)c3)nc2s1
→ /	/	8	-8%	/	0%	/	14%
COc1ccc(-c2nnc(SC)n2C)cc1
→ 11%	3%	-1	3%	-6%	-4%	6	-6%
Cc1ccnc(N2CCC(C(=O)NCc3ccccc3F)CC2)n1
→ 1%	3%	3	-10%	-4%	-11%	1	13%
CC1CCCCN1C(=S)NCc1ccco1 (stereo unspecified)
→ 14%	-1%	-1	-11%	13%	3%	2	1%
O=C(Cc1cccc2ccccc12)N1CC[C@@]2(O)CCCC[C@H]2C1
→ -6%	8%	4	9%	-1%	-9%	-22	13%
COc1cccc(Nc2nc(CC(C)=O)ns2)c1
→ 3%	0%	5	9%	-1%	7%	-5	-3%
CCOC(=O)C1(Cc2ccccc2)CCN(Cc2cccc(OC)c2O)CC1
→ -6%	3%	-6	-15%	3%	-1%	0	3%
COc1ccccc1N=C1SC(C(=O)Nc2ccccc2OC)CC(=O)N1C (stereo unspecified)
→ /	/	7	-18%	/	19%	/	4%
CCCCCCCCCOC(=O)C[n+]1csc(CCO)c1C
→ 2%	-1%	3	-13%	1%	-22%	?	5%
CSCCC(=O)NC1CCCN(CCc2ccccc2)C1 (stereo unspecified)
→ 17%	-2%	0	-6%	9%	13%	8	-12%
CCn1c(SCC(=O)N2CCN(c3ccc(F)cc3)CC2)nnc1-c1ccncc1
→ 6%	12%	6	13%	6%	-11%	-21	19%
Cc1nnc(SCC(=O)NCc2ccc3c(c2)OCO3)[nH]c1=O
→ -1%	8%	-9	5%	0%	-15%	5	4%
Cn1c(=O)c2c(n(Cc3ccccc3)c1=O)NC(=O)C2CC(=O)NCc1cccc(Cl)c1 (stereo unspecified)
→ 2%	-2%	2	-11%	9%	-7%	-13	9%
Nc1nonc1-n1nnc(C(=O)N/N=C/c2cccnc2)c1-c1cccs1
→ 3%	6%	2	4%	-6%	-18%	-3	7%
CC(C)c1ccc(C(=O)Nc2cc(-c3ccccc3F)nn2-c2ccccc2)cc1
→ /	/	-11	-3%	/	2%	/	9%
COC(=O)COc1ccc(Oc2nc(NC(C)(C)C)nc(N3CCOCC3)n2)nn1
→ /	/	4	-9%	/	17%	/	-1%
COc1ccc(C(=O)NCC2(c3ccccc3)CCOCC2)cc1
→ 11%	5%	5	-16%	10%	-4%	2	0%
Cc1ccccc1CN1CCC(n2nccc2NC(=O)CCCc2ccccc2)CC1
→ 0%	10%	-3	7%	-12%	10%	-80*	-1%
COc1cccc(OCc2ccc(C(=O)NCC3CCCO3)cc2)c1 (stereo unspecified)
→ 8%	7%	11	9%	-7%	8%	-16	6%
CCCN1CCC(=O)N(CCN=[N+]=[N-])CC1
→ 22%	2%	-6	-2%	-8%	-1%	-8	-33%
O=C(NNS(=O)(=O)c1ccc2ccccc2c1)c1cccnc1
→ 1%	-5%	10	-3%	0%	11%	7	5%
CC1(C)CC(=O)C(/C=N/n2c(C(F)(F)F)nc3ccccc3c2=O)=C(O)C1
→ -1%	9%	1	-18%	6%	13%	9	-2%
Cc1nc(NC(=O)COc2ccccc2)sc1C(=O)Nc1cccc(Cl)c1
→ 12%[57.1 µM]	3%	2	-1%	2%	-1%	24	23%
Cc1ccc(S(=O)(=O)Nc2cccc(-c3ccc(N4CCCCC4)nn3)c2)s1
→ /	/	1	-1%	/	16%	/	44%
Clc1ccc2nc(-c3ccccc3)nc(C(Cl)Cl)c2c1
→ -8%	-2%	-6	-7%	2%	0%	-15	?
O=C1CCC/C(=N\NC(=O)c2ccc(COc3cccc4cccnc34)cc2)C1
→ 12%	13%	-7	-10%	-3%	8%	-10	/
S=C1NC2=C(CCCC2=C2SCCCS2)C(c2ccccc2)N1 (stereo unspecified)
→ 1%	-7%	-3	16%	1%	7%	1	22%

# Screens (PubChem)
